# TGFb SMAD3 inh = blocks TGF-b signaling. HepG2 CAGA-GFP TGF-b/SMAD3 reporter, GFP fluorescence, 18 h; TGF-beta stimulated, 500 pg/mL final. Potency, µM (top dose mostly 46.1 µM), for the others: top-dose activity, negative = inhibition, most hits filed as inhibitors. 410,000 tested, 1.2% active. AID 588855; also: potency is read from the fitted curve at half-maximal effect; % is scaled to controls: 0 for no effect and ±100 for the full control effect; nearly all actives have a fitted effect of over 65% in size
#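 HEPG2 CAGA-GFP cells (1000/well, DMEM with 1% FBS) were pre-incubated 2 h at 37 degrees C, given compound by pin tool, then stimulated with TGF-beta at 500 pg/mL final for 18 h before per-cell GFP fluorescence imaging.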
# EPAC2 agonist = activates human EPAC2 exchange factor; Potency, µM (series often up to 154 µM), for the others: at the highest dose activation, most hits filed as activators; 360,000 tested, 0.079% active; EPAC2 activation, biochemical qHTS; response scale: 100% = 6.5 mM cAMP response; also: potency is read from the fitted curve at half-maximal effect; nearly all actives have a fitted effect of over 50% in size
# Target sequence (Q8WZA2 whole entry, looked up): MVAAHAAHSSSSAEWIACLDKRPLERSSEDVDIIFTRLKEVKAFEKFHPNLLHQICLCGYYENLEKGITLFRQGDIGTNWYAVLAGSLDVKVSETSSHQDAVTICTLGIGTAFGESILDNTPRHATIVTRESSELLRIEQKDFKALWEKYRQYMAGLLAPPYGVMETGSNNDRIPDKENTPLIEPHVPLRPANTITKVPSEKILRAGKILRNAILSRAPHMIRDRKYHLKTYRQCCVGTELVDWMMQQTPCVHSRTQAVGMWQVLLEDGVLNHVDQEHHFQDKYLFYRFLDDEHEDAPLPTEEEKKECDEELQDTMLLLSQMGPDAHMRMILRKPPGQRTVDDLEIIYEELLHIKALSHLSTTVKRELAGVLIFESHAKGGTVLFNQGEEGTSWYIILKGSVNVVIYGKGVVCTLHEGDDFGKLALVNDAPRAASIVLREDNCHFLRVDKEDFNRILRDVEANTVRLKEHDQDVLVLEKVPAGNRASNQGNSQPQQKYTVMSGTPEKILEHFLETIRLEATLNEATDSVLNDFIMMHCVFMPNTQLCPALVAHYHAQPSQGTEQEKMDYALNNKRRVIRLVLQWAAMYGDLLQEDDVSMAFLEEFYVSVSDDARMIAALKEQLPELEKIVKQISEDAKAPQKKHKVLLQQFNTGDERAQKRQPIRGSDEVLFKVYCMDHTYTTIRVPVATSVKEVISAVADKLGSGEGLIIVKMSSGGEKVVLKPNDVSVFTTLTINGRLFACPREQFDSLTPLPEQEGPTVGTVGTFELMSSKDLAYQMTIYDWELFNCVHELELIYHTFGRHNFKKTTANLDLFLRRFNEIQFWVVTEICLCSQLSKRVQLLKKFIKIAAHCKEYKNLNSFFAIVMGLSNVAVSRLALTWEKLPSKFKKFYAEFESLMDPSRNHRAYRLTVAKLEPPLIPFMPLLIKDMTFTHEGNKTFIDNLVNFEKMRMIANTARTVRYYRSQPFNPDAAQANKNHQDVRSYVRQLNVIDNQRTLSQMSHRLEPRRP
#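 qHTS, titration series. 100 nM EPAC2 / 250 nM Rap1B-BODIPY-GDP / 50 uM GDP; RT; ex 480/em 540 nm, 5-min reads to 30 min. Norm. to 6.5 mM cAMP = activation.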
# ATXN2 expr inh = inhibitors of ATXN2 expression. Potency, µM (top dose mostly 57 µM), without a hit: at the highest dose activity change, negative = inhibition, most hits filed as inhibitors. HEK-293 ATXN2-luciferase reporter, luminescence, 24 h. AID 1745845. 360,000 tested, 0.72% active; also: potency is read from the fitted curve at half-maximal effect; % is scaled to controls: 0 for no effect and ±100 for the full control effect; nearly all actives have a fitted effect of over 55% in size
#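 ATXN2-luciferase reporter cells (luciferase flanked by upstream and downstream ATXN2 gene portions) were treated 24 h at 37 °C with compounds at up to 57 uM. SteadyGlo luminescence gave expression; GF-AFC fluorescence gave viability.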
# Nrf2 activator = activates Nrf2 signaling; AREc32 ARE-luciferase reporter (MCF7-derived line), luminescence, 24 h; Potency, µM (highest dose often 46.1 µM), for the others: at the highest dose activation, usual class: activators; 410,000 tested, 0.31% active; AID 624171; also: potency is read from the fitted curve at half-maximal effect; % of control where 0% means no effect; nearly all actives have a fitted effect of over 65% in size
#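 Nrf2 activation is followed as ARE-luciferase induction in the AREc32 line after one day of compound treatment; luminescence is read with Steady-Glo.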
# HepG2 tox = HepG2 cytotoxicity, counter-screen for TGF-b inhibitors; HepG2 CAGA-GFP viability, ATP luminescence, 18 h; Potency, µM (titrated, usually from 46.1 µM), for the others: at the highest dose activity change, negative = cytotoxicity, usual class: cytotoxic; 410,000 tested, 0.76% active; AID 588856; also: potency is read from the fitted curve at half-maximal effect; some results filed as inactive show a strong effect at the top dose
#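 HepG2 CAGA-GFP cells (1000/well, DMEM with 1% FBS) received compound, then TGF-beta at 500 pg/mL final, and were incubated 18 hours at 37 degrees C. Viability was read by CellTiter-Glo luminescence. Media-only wells were set as complete cell-killing and DMSO as no toxicity.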
# ATXN viability = reduces viability in counter-screen for ATXN expression inhibitors; S2 cells (HEK-293 line with an ATXN2-luciferase reporter) viability, CellTiter-Fluor protease fluorescence, 24 h; Potency, µM (doses to about 56.7 µM), actives largely listed as cytotoxic; 400,000 tested, 0.49% active; also: potency is read from the fitted curve at half-maximal effect; nearly all actives have a fitted effect of over 40% in size
# Nrf2 inh = blocks Nrf2 signaling. Potency, µM (titrated, usually from 46 µM), for the others: at the highest dose activity change, negative = inhibition, actives largely listed as inhibitors. AID 504444. 360,000 tested, 2.1% active. A549 ARE-Fluc reporter, luciferase luminescence, 18-24 h; also: potency is read from the fitted curve at half-maximal effect; % is scaled to controls: 0 for no effect and ±100 for the full control effect; nearly all actives have a fitted effect of over 60% in size
#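 A549 ARE_Fluc cells (5000/well, 5% FBS OPTI-MEM) pre-incubated 2 h, then treated with compounds 18-24 h at 37C/5% CO2 in concentration-response. CellTiter-Fluor viability read first; BugLite luciferase luminescence after 15 min at room temperature gives Nrf2 activity.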
# A549 tox = A549 cytotoxicity, counter-screen for Nrf2 inhibitors. A549 ARE-Fluc cells, CellTiter-Fluor viability, 18-24 h. Potency, µM (doses to about 46 µM), without a hit: at the highest dose activity change, negative = cytotoxicity, actives largely listed as inhibitors. 390,000 tested, 0.16% active; also: potency is read from the fitted curve at half-maximal effect; % is scaled to controls: 0 for no effect and ±100 for the full control effect
#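 A549 ARE-Fluc cells in 5% FBS OPTI-MEM, 5000 cells/well, rested 2 h then exposed to compounds in concentration-response for 18-24 h at 37 °C. Viability by CellTiter-Fluor fluorescence (Ex 405/Em 525) after 30 min; luciferase luminescence (BugLite, 15 min, RT) read afterwards.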
# IL-2 act = IL-2 activation. IL-2 activation reporter assay, cell-based qHTS; stimulated with anti-CD3/CD4/CD28 beads; in transgenic mouse T cells. AID 652025. activation, % (series mostly up to about 46 µM). 360,000 tested, 0.065% active; in the data active = activation above about 50%; inconclusive = mostly about 30% to 49%; also: 0% is about no effect
#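 EGFP and DsRed fluorescence is measured by plate cytometry in unstimulated transgenic mouse T cells exposed to compound for 60 minutes, then stimulated 18 hours at 37 degrees C with anti-CD3/anti-CD4 beads plus anti-CD28.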
# An asterisk follows results filed as active; i = inactive; ? = inconclusive; / = no result given; & = joins results of further samples; [ ] = dose if it differs, or a comment. Unless noted, calls follow the shape of the dose curve; as a rule, active = well fitted curve in the direction sought with a large enough effect; inconclusive = small, poorly fitted or top-dose-only effect, or another doubt; inactive = no such curve, though single readings can be large; an effect the other way counts as inactive or inconclusive.
smiles	TGFb SMAD3 inh	EPAC2 agonist	ATXN2 expr inh	Nrf2 activator	HepG2 tox	ATXN viability	Nrf2 inh	A549 tox	IL-2 act
Cc1onc(-c2c(F)cccc2Cl)c1C(=O)N(Cc1ccccc1)C(C)C	0%	8%	-4%	0.1%	-12%	i	?	-11%	-0.2
CC(C)(C)NC(=O)NC(=O)CN1C(=O)NC(C)(c2ccccc2)C1=O (stereo not drawn)	1%	-3%	-14%	0.4%	3%	i	-11%	?	-1.7
Cc1cnc(C(=O)Nc2ccc(S(=O)(=O)N(C(C)C)C(C)C)cc2)cn1	6%	-3%	/	0.5%	4%	?	?	0%	0.6
O=C(c1ccco1)N1CCN(c2ncnc3sc4c(c23)CCC4)CC1	-13%	9%	-19%	-0.3%	-61%	i	?	-1%	0.6
CC1(C(=O)NS(=O)(=O)c2ccc(F)cc2F)CCN1C(=O)Cc1cc(F)ccc1F (stereo not drawn)	-19%	11%	7%	0.4%	-5%	i	/	/	0.0
CCN(C(=O)NCc1noc2ccccc12)c1cc(C)ccc1C	-26%	/	2%	0.3%	-30%	i	-11%	14%	/
C=CCn1c(=O)c2ccccc2n2c(SCC(=O)N(C)C)nnc12	-3%	3%	-19%	-0.9%	-6%	i	8%	12%	1.4
Cc1ccc(S(=O)(=O)Nc2cccc(C(=O)N3CCN(c4ccccc4O)CC3)c2)cc1F	-11%	4%	-1%	-0.8%	5%	i	-7%	1%	0.2
O=C(Nc1ccc2c(c1)OCCO2)c1ccoc1	2%	4%	29%	4.0%	0%	i	?	-4%	0.0
CCOc1cc(CNCCO)cc(Br)c1OCc1ccc(Cl)cc1	?	-3%	-32%	-0.1%	-110%	i	-25%	0%	-1.0
CCN(CC)c1ccc2c(C)c(-c3ccc(N)cc3)c(=O)oc2c1	18%	14%	40%[activator]	3.5%	-46%	/	?	5%	3.0
Cc1nc2sc(C(c3ccco3)N3CCC4(CC3)OCCO4)c(O)n2n1 (stereo not drawn)	2%	9%	1%	-0.6%	-16%	i	-1%	-2%	0.0
CC1CCCC(C)N1C(=O)CSc1nccc(=O)[nH]1 (stereo not drawn)	-6%	10%	-28%	-0.3%	-5%	i	?	15%	0.8
COC(=O)Nc1ccc(S(=O)(=O)N2CCCCC2C(=O)O)cc1 (stereo not drawn)	-1%	8%	6%	0.1%	-1%	i	21%	-3%	0.3
COCCNC(=O)C1CC(c2ccccc2[N+](=O)[O-])=NO1 (stereo not drawn)	14%	12%	2%	0.1%	8%	i	6%	-1%	0.8
COC(=O)c1ccc(/C=N/OCC(=O)NC2CCCC(C)C2C)cc1 (stereo not drawn)	-7%	-3%	2%	0.0%	-28%	i	-8%	-2%	-2.3
Cc1ccc(Oc2cc(NC(=O)CCCn3nc([N+](=O)[O-])cc3C)cc([N+](=O)[O-])c2)cc1	?	8%	-6%	2.2%	1%	i	?	0%	-3.3
O=C(NCCc1ccc(Cl)cc1)C1CC(=O)N(C2CCCCC2)C1 (stereo not drawn)	2%	-3%	-18%	0.5%	1%	i	14%	7%	-0.7
COc1ccc(C(=O)NCC(c2ccco2)S(=O)(=O)c2cccs2)cc1OC (stereo not drawn)	-4%	/	/	5.5%	-26%	/	/	2%	/
COc1ccc2c(=O)c3c(=O)n(Cc4ccco4)c(C(C)C)nc3oc2c1	17%	-2%	-12%	-0.2%	-3%	i	0%	-14%	4.4

# An excerpt from above in order of their number in IL-2 act, falling:
structure	IL-2 act
CCN(CC)c1ccc2c(C)c(-c3ccc(N)cc3)c(=O)oc2c1	3.0
CC1CCCC(C)N1C(=O)CSc1nccc(=O)[nH]1 (stereo not drawn)	0.8
Cc1onc(-c2c(F)cccc2Cl)c1C(=O)N(Cc1ccccc1)C(C)C	-0.2
O=C(NCCc1ccc(Cl)cc1)C1CC(=O)N(C2CCCCC2)C1 (stereo not drawn)	-0.7
COC(=O)c1ccc(/C=N/OCC(=O)NC2CCCC(C)C2C)cc1 (stereo not drawn)	-2.3
Cc1ccc(Oc2cc(NC(=O)CCCn3nc([N+](=O)[O-])cc3C)cc([N+](=O)[O-])c2)cc1	-3.3

# Additional compounds follow.
smiles	TGFb SMAD3 inh	EPAC2 agonist	ATXN2 expr inh	Nrf2 activator	HepG2 tox	ATXN viability	Nrf2 inh	A549 tox	IL-2 act
Cc1cccc(N(CC(=O)N=Nc2c(O)[nH]c3ccccc23)S(C)(=O)=O)c1C	?	11%	2%	0.4%	-14%	?	?	-12%	1.6
Cc1ccc(-c2[nH]ncc2CNCCc2cnn(-c3ccccc3)c2)cc1C	?	-7%	?	6.1%	-141%	i	-3%	-12%	0.0
COC(=O)COc1ccc(/C=N/NC(=O)c2ccc(N(Cc3ccccc3)S(C)(=O)=O)cc2)cc1	?	24%	-9%	-0.8%	-3%	i	-10%	-2%	-3.6
CCCC(=O)N1CCC1(C)C(=O)NS(=O)(=O)c1ccccc1Cl (stereo not drawn)	-11%	3%	2%	-0.8%	-26%	i	/	/	0.1
CCOC(=O)c1c(S(=O)(=O)NCC(=O)Nc2ccc(Cl)c(C(F)(F)F)c2)c(C)n(C)c1C	11µM*	/	?	0.7%	-50%	?	/	-12%	/
Cc1ccc(O)c(-c2cc(C(=O)Nc3cccnc3)[nH]n2)c1	-8%	-6%	137%[activator]	2.8%	11%	i	?	-8%	-1.7
COc1cc(Cl)c(C)cc1NC(=O)CN1CCCCCC1	-1%	10%	-17%	0.0%	-16%	i	4%	0%	-0.3
O=C(N/N=C/c1c[nH]c2ccccc12)C1CC(=O)N(c2ccccc2)C1 (stereo not drawn)	-15%	6%	6%	-0.7%	-2%	i	13%	0%	4.9
CCOc1ccc2c(c1)c(=O)c(C(=O)c1ccc(C)cc1)cn2Cc1ccccc1OC	?	/	-1%	0.1%	0%	i	-22%	-10%	/
COc1ccc(C(C)=O)cc1COC(=O)Cc1cc(OC)c(OC)c(OC)c1	-3%	1%	-5%	4.0%	-13%	?	20%	0%	1.0
Cc1sc2ncnc(N3CCN(C(=O)c4ccco4)CC3)c2c1C	-3%	7%	-32%	2.6%	-11%	i	?	-5%	-1.7
COCCCN1C(=O)c2ccc(C(=O)Nc3ccc(OC)cc3)cc2C1=O	-3%	-2%	9%	-0.5%	-4%	i	?	-8%	-2.4
O=C(O)CCCCCNS(=O)(=O)c1c(Cl)cccc1Cl	5%	5%	4%	-0.5%	5%	i	7%	3%	1.8
O=C(Nc1ccccc1C(=O)N1CCCCCC1)c1ccccc1Cl	-20%	9%	4%	-0.6%	7%	i	-2%	7%	2.1
CC(=O)N1CCCc2cc(S(=O)(=O)N3CCCC(C(=O)N4CCN(c5ccccc5)CC4)C3)ccc21 (stereo not drawn)	?	8%	?	-0.2%&-0.8%	-31%&-22%	?	13µM*	-6%&-7%	-3.7
CCC/C(C)=N\Nc1nc2c(c(=O)n(C)c(=O)n2C)n1C	-17%	4%	/	4.0%	-16%	i	-7%	-4%	-0.4
Cc1cccc(-n2nnnc2SCn2nnc3ccccc3c2=O)c1	-2%	7%	23%	-0.4%	6%	i	-30%	-10%	-2.0
CC1CN(C(=O)c2ccn(C)n2)CC(C)O1 (stereo not drawn)	-3%	1%	-5%	0.0%	7%	?	2%	0%	0.7
O=C(CSCc1ccccc1Cl)Nc1ccc2c(c1)OCCO2	-13%	21%	92%[activator]	-0.2%	-21%	i	?	-5%	0.1
CC(C)COc1ccc(C(=O)N2CCN(CCc3ccccn3)CC2)cc1	-38%	/	3%	0.0%	9%	i	14%	9%	/

# Individual results from the list:
# Reading for CC(=O)N1CCCc2cc(S(=O)(=O)N3CCCC(C(=O)N4CCN(c5ccccc5)CC4)C3)ccc21 (stereo not drawn) under IL-2 act: -3.7
# Reading for CCC/C(C)=N\Nc1nc2c(c(=O)n(C)c(=O)n2C)n1C under Nrf2 activator: 4.0%

# (cont.)
smiles	TGFb SMAD3 inh	EPAC2 agonist	ATXN2 expr inh	Nrf2 activator	HepG2 tox	ATXN viability	Nrf2 inh	A549 tox	IL-2 act
CCCc1ccc(C(=O)CCC(=O)O)cc1	-6%	2%	8%	-1.2%	-1%	?	12%	-4%	0.4
Cc1[nH]c(=O)[nH]c(=O)c1S(=O)(=O)Nc1cccc(Cl)c1C	1%	/	14%	-0.5%	1%	i	11%	-8%	/
CC(=O)n1c2ccccc2c2nc(NC(C)C)sc21	1%	-7%	39%[activator]	7.0%	1%	i	12%	2%	2.2
CC(=O)Nc1ccc(NC(=O)COC(=O)/C(=C/c2ccccc2)n2nnnc2C)cc1	?	3%	-35%	?	-66%	?	?	-9%	-1.5
Oc1cccc(/C=N/Nc2cccc3cccnc23)c1	7%	6%	165%[activator][11.3 µM]	?	-24%	?	?	-6%	-1.0
O=C(NC1CC1)C1CCN(c2ncnc3c2sc2cccc(F)c23)CC1	-30%	2%	-16%	9.3%	-22%	i	-17%	-7%	-2.3
COc1ccc(OC)c(-c2csc(NC(=O)CN3C(=O)C4CCCCC4C3=O)n2)c1 (stereo not drawn)	-4%	28%	-12%	0.5%	-40%	i	?	-2%	0.9
COC(=O)c1cc(NC(=O)CCS(=O)(=O)c2cc(Br)cc3c2N(C(=O)C2CC2)CC3)cc(C(=O)OC)c1	-34%	/	0%	-0.4%	-1%	i	-9%	-5%	/
CCCCN1CC(c2nc3ccccc3n2CCCCOc2c(C)cccc2C)CC1=O (stereo not drawn)	?	/	22µM*	-3.9%	-118%	?	?	7%	/

# Screening results: PubChem BioAssay, National Center for Advancing Translational Sciences (NCATS)
